High-throughput results deposited in PubChem by several laboratories.
TNAP activation fold – human TNAP enzyme activators, primary screen, biochemical, luminescent, no phosphate acceptor, uHTS (AID 1001); purified TNAP, luminescent activation assay, no phosphate acceptor; higher activation fold means a stronger effect; hit rate 0.03% among 200,000; activation fold at 20 µM, or EC50 in µM where a hit was titrated; in the data active means activation fold from about 3, or a potency from the dose series; inactive means the rest, 99 in 100 with activation fold below about 1.6; further: many of its hits are not listed in these tables
NTR1 agonist – agonists of NTR1, primary screen, imaging, U2OS cells, beta-arrestin-GFP, high content (AID 493036). activation, % at 20 µM. hit rate 0.17% among 330,000. NTR1-U2OS beta-arrestin-GFP spot imaging, agonist mode;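 active means activation at or above 40% of the spot to cytoplasm intensity ratio, with at least 20 cells analyzed; inconclusive means wells under 20 cells, flagged as cytotoxic or low count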;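 further: 0% = DMSO without peptide and 100% = 100 nM NTR1 peptide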
Target sequence (P30989 whole entry, looked up): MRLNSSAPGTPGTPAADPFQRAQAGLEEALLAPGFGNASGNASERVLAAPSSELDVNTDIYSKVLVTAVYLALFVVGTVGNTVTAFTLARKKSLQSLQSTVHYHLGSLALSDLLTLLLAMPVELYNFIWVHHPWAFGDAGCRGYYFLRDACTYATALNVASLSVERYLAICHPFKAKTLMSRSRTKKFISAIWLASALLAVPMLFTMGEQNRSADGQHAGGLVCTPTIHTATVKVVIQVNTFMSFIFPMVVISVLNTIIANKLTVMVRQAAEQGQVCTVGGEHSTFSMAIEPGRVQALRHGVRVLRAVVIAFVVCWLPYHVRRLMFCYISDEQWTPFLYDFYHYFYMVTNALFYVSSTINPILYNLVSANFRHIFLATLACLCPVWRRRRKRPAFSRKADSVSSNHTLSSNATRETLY
K1F lysis inhibition – protection from phage-mediated lysis, alamar blue read-out – E. coli UTI89, K1F phage, bacterial capsule biogenesis inhibitors (AID 488966) | E. coli UTI89 K1F phage lysis, alamar blue, 2 h; higher % means a stronger effect | one-dose inhibition, % at 100 µM; IC50 in µM for titrated hits | hit rate 0.02% among 340,000;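 active means phage lysis inhibition, versus mean bacterial control, above a set limit; inconclusive means no clear call, values can overlap the other calls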;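 further: capsule biogenesis inhibitors block K1F phage lysis so surviving cells raise fluorescence; higher fluorescence means more inhibition of phage lysis; actives were called in the ten point dose series up to 300 µM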
RSV CPE inhibition – RSV antiviral activity via CPE protection, HEp-2 cells, primary 10 µM value included (AID 2391). hit rate 0.13% among 310,000. CPE inhibition, % at 10 µM; hits with a dose series show IC50 in µM. HEp-2 cells, RSV-induced CPE inhibition; higher % means a stronger effect; in the data active means a potency from the dose series; inconclusive means CPE inhibition mostly from about 23% at the one dose, without a potency; inactive means the rest, 99 in 100 with CPE inhibition below about 21%; further: strong numbers were not always called active
T cell modulator – modulates CD8 T cell binding to vesicles. hit rate 0.068% among 330,000. AID 2052. calls only at 7 µM. 2C CD8+ T cell-vesicle binding, flow cytometry; stronger effect = lower value;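 active means response, share of CD8 T cells binding vesicles, and their 90th percentile fluorescence all below set limits, cut at about 80% in these data, passing the limit was not always enough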
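Incubation: binding step 1.5 h, 37 °C, antibody labelling 20 min, ice; system: murine 2C transgenic CD8+ T lymphocytes; technique: cytometric PE anti-B7-1 and Alexa647 anti-CD8 signals after 1% paraformaldehyde fixation; also added: QL9-charged Drosophila Ld/ICAM-1/B7-1 vesicles; control set: naked versus QL9-loaded vesicles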
MgcRacGAP inhibition – MgcRacGAP GTPase-activating activity inhibitors, confirmation, biochemical, ADP Hunter fluorescence. MgcRacGAP-stimulated Rac1 GTP hydrolysis, ADP Hunter fluorescence; higher % means a stronger effect; GST-tagged Rac1 F28L mutant substrate. inhibition, % at 30 µM, or IC50 in µM where a hit was titrated. hit rate 0.6% among 340,000. AID 624330;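 active means first-screen hits whose inhibition reached a set limit at any dose in the follow-up dose series; inconclusive means inhibition above the set first-screen limit but never retested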;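 further: fluorescence reports GDP produced by GAP-driven GTP hydrolysis; strong numbers were not always called active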
Large T inhibition – TAg ATPase/helicase activity blockers – biochemical (AID 1903); hit rate 0.39% among 310,000; SV40 large T antigen ATPase/helicase inhibition assay; higher % means a stronger effect; inhibition, % at 20 µM, or IC50 in µM where a hit was titrated; in the data active means a potency from the dose series; inconclusive means inhibition mostly from about 32% at the one dose, without a potency; inactive means the rest, 99 in 100 with inhibition below about 32%; further: strong numbers were not always called active
Myeloid diff 2 – compounds promoting myeloid differentiation | calls only at 10 µM | AID 624256 | hit rate 1% among 360,000 | ER-HoxA9 myeloid progenitors, lysozyme-GFP differentiation, flow cytometry;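 active means normalized GFP-positive differentiation at or above the plate's own cutoff, the solvent-only control mean plus 3 SD; inconclusive means no clear call, values can overlap the other calls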;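 further: cells exposed to compound for four days before flow analysis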
Salmonella PhoP GFP – PhoP-dependent GFP reporter repression – Salmonella Typhimurium, primary screen (AID 1863); S. Typhimurium PhoP-regulated promoter GFP reporter, 4 h; higher % means a stronger effect; inhibition, % at 50 µM, or IC50 in µM where a hit was titrated; hit rate 0.16% among 300,000;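 active means inhibition over 29.93%, a cutoff 3 SD above the screen mean, later confirmed by dose response; inconclusive means inhibition over 29.93% but no dose response follow-up; inactive means inhibition at most 29.93% or unconfirmed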;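 further: 0% = low Mg2+ inducing control and 100% = high Mg2+ repressing control; strong numbers were not always called active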
T cell modulator vesicle-bound % – recorded beside T cell modulator, whose call it bears; double positive events, %; measured here: CD8+ vesicle-bound cell fraction;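 binding gate set so that unloaded-vesicle control wells show 10% double positive cells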
NTR1 agonist cell count 20 µM – second read-out of NTR1 agonist, no call of its own (marks repeat the call); cell count; measured here: cell count, cytotoxicity flag
Myeloid diff 2 GFP+ MAC1+ % – also measured in Myeloid diff 2; calls as there; GFP+ MAC1+ double positive, %; measured here: differentiation confirmed by MAC1 staining
An asterisk follows results filed as active; i = inactive; ? = inconclusive; / = not tested or not shown; + = active, no number; [ ] = another dose, or the depositor's remark. No enrichment for hits; 2.3% or so of the library scored in one or more.

SMILES	TNAP activation fold	NTR1 agonist	NTR1 agonist cell count 20 µM	K1F lysis inhibition	RSV CPE inhibition	T cell modulator	T cell modulator vesicle-bound %	MgcRacGAP inhibition	Large T inhibition	Myeloid diff 2	Myeloid diff 2 GFP+ MAC1+ %	Salmonella PhoP GFP
O=C(NC1CCCC1)c1ccc(Cn2c(=O)[nH]c3ccsc3c2=O)cc1	/	0.0	72	0.4%	0.1%	i	45	11%	23%	i	0.4	-4%
CCOc1ccccc1C(C(=O)NC1CCCC1)N(C(=O)c1csnn1)C1CC1 (stereo not given)	/	-0.4	53	-0.1%	0.5%	i	34	6%	12%	i	3.7	-4%
Cc1nnn(C23CC4CC(CC(C4)C2)C3)n1	1.1	1.9	76	2.5%	0.4%	i	46	4%	-1%	i	6.8	10%
O=c1[nH]cnc2sc(-c3ccccc3)cc12	1.1	0.2	49	0.6%	?	i	48	-4%	2%	i	9.5	-20%
COC(=O)c1ccc(C)c(NC(=O)CCc2cc(OC)c(OC)c(OC)c2)c1	1.1	-1.7	76	2.0%	0.6%	i	37	3%	-22%	i	0.6	-8%
CCN(CC)c1ccc(C(=O)NNC(=O)CNC(=O)c2ccco2)cc1	/	-1.2	62	1.5%[50 µM]	/	/	/	6%	/	i	1.0	/
CC(Oc1ccccc1Br)C(=O)N1CCc2ccccc21 (stereo not given)	1.1	0.0	41	0.5%	3.9%	i	59	10%	12%	i	0.8	-8%
O=Cc1c(NCc2ccccc2)c2ccccc2[nH]c1=O	/	0.4	51	-0.6%	0.3%	i	54	7%	9%	i	0.6	-6%
CC(C)CCN(C(=O)c1csnn1)C(C(=O)NC1CCCC1)c1ccccc1 (stereo not given)	/	1.8	44	-0.2%	0.9%	i	26	4%	5%	i	0.8	-1%
Cc1nc2ccccc2nc(C)c1=NOCc1ccc(Cl)cc1Cl	1.1	6.2	60	2.7%[50 µM]	7.6%	i	40	1%	4%	i	0.3	1%
CCCNC(=O)COC(=O)/C=C/c1cccc(F)c1	1	1.5	46	-0.1%	-0.2%	i	46	4%	8%	i	0.1	-3%
COc1ccc2nc(NC(=O)CSc3ccccc3)sc2c1	1.2	-0.3	69	1.0%	3.3%	i	28	10%	3%	i	0.6	-6%
COc1ccc(S(=O)(=O)N(C)C[C@@H]2Oc3ccc(NS(C)(=O)=O)cc3C(=O)N([C@@H](C)CO)C[C@H]2C)cc1	/	-0.9	55	-0.4%	/	i	12	-5%	/	i	2.5	/
Cc1nc2ccccc2n1-c1ccccc1	1	1.2	50	2.5%	6.2%	i	32	5%	8%	i	1.8	-8%
Cc1nonc1C1CCCN1Cc1nc(-c2ccccc2Cl)oc1C (stereo not given)	1	0.3	69	-0.1%	0.7%	i	22	10%	9%	i	0.0	2%
O=C(Nc1nnc(SCC(=O)N2CCCCC2)s1)C1CCCCC1	1.1	0.7	74	2.3%	-0.6%	i	35	1%	2%	i	2.5	-9%
CN(CCOc1ccc(Cl)c(Cl)c1)Cc1ccccc1	/	2.8	64	-1.1%	0.4%	i	26	37%	6%	i	0.6	0%
OC(Cn1cncn1)c1ccc(Cl)cc1Cl (stereo not given)	1	0.5	49	0.9%	9.5%	i	44	8%	2%	i	0.9	12%
CC(C)(C)[C@H]1COC(=O)CCCC/C=C\C[C@H](CC(=O)NCCO)C(=O)N1	/	-0.9	54	0.5%	/	i	10	1%	/	i	1.3	/
COc1cc(NC(=O)C2CC(=O)NC3=C2C(=O)CC(C)(C)C3)c(OC)cc1Cl (stereo not given)	1	1.7	62	0.2%	0.4%	i	28	6%	13%	i	1.1	-1%
O=C(/C=C/c1ccccc1[N+](=O)[O-])NCc1ccc(Cl)cc1	1	-1.2	82	0.1%	1.3%	i	60	12%	-2%	i	0.0	3%
O=C(Nc1ccc(NC(=O)c2ccc([N+](=O)[O-])o2)cc1Cl)c1ccco1	/	1.4	53	-1.0%	3.2%	i	21	0%	9%	i	0.9	-8%
CC(=O)Nc1ccc(S(=O)(=O)N2CCN(C(=O)CCC3CCCC3)CC2)cc1	1.1	-2.0	77	0.4%	8.7%	i	55	0%	3%	i	0.7	1%
Cn1nc(C(F)(F)F)c(C(=O)Nc2ccc(F)cc2F)c1Cl	1	-1.0	43	0.2%	0.9%	i	61	3%	8%	i	0.0	1%
CCOCC(=O)N1CCN(c2ccc([N+](=O)[O-])cc2)CC1	1	0.8	82	0.4%	1.6%	i	49	-1%	-1%	i	0.7	1%
O=C1CCN(CCc2ccccc2)CCN1[C@H](CO)c1ccccc1	/	0.8	95	0.5%	0.9%	i	10	10%	2%	i	0.4	-7%
O=C(NC1CCCC1)c1ccc([N+](=O)[O-])s1	1.1	0.7	38	-0.8%	8.0%	i	25	3%	2%	i	0.8	-15%
COc1ccccc1NS(=O)(=O)c1ccc(C)c(C(N)=O)c1	1.1	1.8	63	0.7%	0.4%	i	9	5%	7%	i	0.5	0%
COCCn1nnnc1CN(CCCN1CCOCC1)Cc1cc2c(C)ccc(C)c2[nH]c1=O	1.1	/	/	-0.7%	/	/	/	12%	30%	i	0.6	-1%
CN1CC2([N+](=O)[O-])CC=C(Oc3ccccc3)C([N+](=O)[O-])(C1)C2 (stereo not given)	1	0.3	82	-0.3%	0.1%	i	20	2%	4%	i	0.8	-4%
COc1ccc(C(CC(=O)O)NC(=O)COc2ccccc2OC)cc1OC (stereo not given)	1	-0.4	66	1.4%[50 µM]	0.5%	i	24	6%	2%	i	0.7	-4%
O=C(CSc1nnc(CNC(=O)c2ccc(F)cc2)o1)Nc1ccc2c(c1)OCO2	/	-0.6	58	0.1%	0.9%	i	12	6%	11%	i	1.1	-3%
N#CCCN(C(=O)COC(=O)C1CCN(c2ccc(C(F)(F)F)cn2)CC1)c1ccc(F)cc1	/	1.7	54	-0.3%[50 µM]	-0.6%	i	20	4%	7%	i	0.7	-7%
COc1ccc2[nH]c(=O)c(CN(Cc3ccccc3OC)Cc3nnnn3CC3CCCO3)cc2c1 (stereo not given)	1.1	-0.4	49	-0.4%	2.8%	i	11	5%	15%	i	0.8	9%
Cc1ccc(-n2c(C)cc(C(=O)OCC(=O)N(CC(C)C)C3CCS(=O)(=O)C3)c2C)cc1 (stereo not given)	1.1	-2.0	99	0.4%	2.2%	i	8	4%	14%	i	1.1	-12%
CCOc1ccc(Cn2c(SCCCCC#N)nc3c2c(=O)n(C)c(=O)n3C)cc1OCC	1	1.2	56	-1.7%	2.2%	i	40	8%	4%	i	0.0	-16%
CCOC(=O)c1nnn(-c2nonc2N)c1-c1ccccc1Cl	1.1	2.0	38	-0.1%	-0.7%	i	12	5%	-1%	i	0.5	6%
CCOc1ccccc1NC(=O)C12CC3CC(C1)CC(c1ccc(C)cc1)(C3)C2	1.1	3.1	94	-0.2%	16%	i	34	-1%	-2%	i	1.0	1%
Cc1ccc(N2CC(C(=O)Nc3ccc(S(=O)(=O)N4CCCC4)cc3)CC2=O)cc1 (stereo not given)	1.1	1.2	67	4.8%	0.7%	i	14	6%	12%	i	7.2	11%
C/C=C(\C)C(=O)NCCN1C2=NC[C@H](Cc3ccccc3)N2C[C@H]1Cc1ccc(O)cc1	1	-1.6	53	1.1%	1.1%	i	39	3%	16%	i	0.7	2%
O=C(COc1ccc(-c2ccccc2)cc1)N1CCN(C(=O)c2cccs2)CC1	1	1.9	80	-2.3%	8.4%	i	12	13%	13%	i	0.5	-5%
CC(=O)C(Cc1ccc(Cl)nc1)(Cc1ccc(Cl)nc1)C(C)=O	1.2	0.0	49	4.4%	0.1%	i	33	5%	0%	+	1.3*	-1%
CCOc1cccc(-c2c(C(=O)N/N=C/c3sccc3C)nnn2-c2nonc2N)c1	/	3.3	59	0.6%	14%	i	55	12%	11%	i	0.0	0%
O=S1(=O)C=C(Oc2ccc3ccccc3c2)c2ccccc21	1.1	2.1	81	0.3%	11%	i	38	24%	20%	i	1.0	9%
CCOc1cccc(C2/C(=C(/O)c3ccc4c(c3)CC(C)O4)C(=O)C(=O)N2CCCn2ccnc2)c1 (stereo not given)	/	-0.3	37	0.5%	1.2%	i	38	17%	16%	i	5.9	-9%
Cc1ccc2c(c1)NC(=O)[C@@]1(C)[C@@H](c3ccccc3)[C@H]3COc4ccc(Cl)cc4[C@@H]3N1C2=O	/	0.4	54	1.7%	/	i	8	3%	/	i	2.0	/
COCCn1c(SCC(=O)c2ccc(CNC(C)=O)o2)nc2ccccc2c1=O	1.1	-1.2	77	-0.1%	0.1%	i	9	3%	-1%	i	1.1	7%
CSc1ccc(/C=N\Nc2nncn2N)cc1	/	0.5	49	0.2%	1.1%	i	18	14%	12%	i	0.2	1%
COc1ccc(CC(=O)Nc2cccc(C(=O)O)c2C)cc1	1	0.5	62	0.1%	0.3%	i	30	7%	11%	i	16	-6%
O=C(NCc1ccco1)c1nc(-c2ccccc2)n(-c2ccccc2)n1	1.1	0.9	83	0.3%	0.0%	i	28	8%	-4%	i	2.2	-4%
O=C(Nc1ccc(F)cc1)Nc1nnc(Cc2ccccc2)s1	/	2.1	71	-0.5%	14%	i	54	3%	4%	i	0.3	8%
O=C(NC(=S)Nc1nc2c(s1)CCCC2)c1ccc(C(=O)c2ccccc2)cc1	0.9	4.6	58	3.1%	13%	i	28	-1%	28%	i	1.0	-1%
